Screening data as filed in PubChem.
B2AR arrestin: recruits beta-arrestin to the human beta2-adrenergic receptor; P07550; beta-arrestin recruitment to beta2AR, cell-based reporter; Potency, µM (highest dose often 46.1 µM), for the others: top-dose activation, usual class: activators; 0.02% of 330,000 active;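 note: potency is the fitted concentration of half-maximal effect; 0% = DMSO controls and full agonism = EC100 isoproterenol or metaproterenol; nearly all actives have a fitted effect of over 65% in size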
Chronic BCR inh: blocks chronic active B-cell receptor signaling | 0.05% of 340,000 active | ABC-DLBCL IkBa-CBG/CBR reporter, luminescence ratio, 4 h | Potency, µM (highest dose often 46.1 µM), for inactives: top-dose ratio change, negative = lower green/red ratio, actives largely listed as inhibitors | AID 493014; active = well fitted inhibition curve with a large enough effect in the signal ratio, with a control signal flat, not every such curve was filed as active; inconclusive = small, poorly fitted or top-dose-only effect, or effect the other way, or a change in a side signal; the % refers to the signal ratio;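 note: potency is the fitted concentration of half-maximal effect; plate controls were basal doxycycline-induced cells for no effect and cells given 10 µM MG132 for full effect; MG132 reads +100%, hits lower the ratio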
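Compounds up to 46 uM were incubated four hours with TMD8 cells whose green CBG68 luciferase is fused to IkappaBalpha; red CBR luminescence normalised the signal, and concentration-effect curves were fitted to fusion, red and ratio data.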
TSHR antagonist: human thyrotropin receptor antagonism | P16473 | TSHR-expressing cells, TSH-stimulated cAMP HTRF, 2 h; stronger effect = lower value | activity change, negative = inhibition, % at 11.5 µM | 0.2% of 330,000 active | AID 504810;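 active = activity change below a set negative limit, meaning inhibition stronger than a set level, cut at about -70% in these data; inconclusive = activity change between two set negative limits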; note: % is set by controls: 0 for no effect and ±100 for the full control effect
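Read-out is FRET at 665 nm (cryptate excitation 337 nm) from a cryptate-tagged anti-cAMP antibody, competed by cell cAMP against cAMP-d2. Compounds are tested on freshly harvested TSHR cells challenged with 4nM TSH (EC80) for 2 hours at 37 deg C.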
TCR act: T cell receptor activation | primary human leukocytes, anti-CD3, IL-2 HTRF, 48 h | Potency, µM (series often up to 9.22 µM), for inactives: at the highest dose activation of IL-2 secretion, most hits filed as activators | 330,000 tested, under 10 active | AID 504894; note: % of control where 0% means no effect
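Compounds are tested in HTS on primary human leukocytes co-incubated with a-CD3 beads for 48 hr. IL-2 output is measured by time-resolved FRET.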
Eya2 inh: blocks the phosphatase activity of human Eya2 | recombinant Eya2, OMFP fluorescence dephosphorylation (OMFP is methylfluorescein phosphate) | 0.006% of 330,000 active | Potency, µM (series often up to 76.9 µM), inactives show at the highest dose activity, negative = inhibition, most hits filed as inhibitors | O00167; note: potency is the fitted concentration of half-maximal effect; % is set by controls: 0 for no effect and ±100 for the full control effect
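Eya2 (0.2 uM) preincubated 10 min at ambient with compound, then OMFP substrate added at 50 uM; 10 min reaction in 50 mM HEPES pH 7.5, 50 mM NaCl, 5 uM MgCl2, 0.05% BSA, 1 mM DTT. Fluorescence read at Ex 485/Em 525 nm.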
ELG1 DNA repair: ELG1-dependent DNA repair inhibition; AID 504467; 2.3% of 330,000 active; Potency, µM (highest dose often 46.1 µM), inactives show at the highest dose activity change, negative = inhibition, actives largely listed as inhibitors; HEK293T ELG1-luciferase reporter, luminescence, 16 h; DNA damage induced by 5-fluorouridine; note: potency is the fitted concentration of half-maximal effect; % is set by controls: 0 for no effect and ±100 for the full control effect; nearly all actives have a fitted effect of over 55% in size
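Quantitative HTS, concentration-response format. 2,000 cells/well co-treated with 5-fluorouridine and compound, 16 hr in 5% CO2 at 37 °C; ONE-Glo luminescence read after 30 min.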
Mito fusion yeast: inhibitors of mitochondrial division or activators of mitochondrial fusion; Potency, µM (doses to about 46.1 µM), without a hit: at the highest dose growth rescue (activation), actives largely listed as activators; 0.23% of 320,000 active; AID 485298; S. cerevisiae fusion-defective mutant growth rescue, CellTiterGlo 48 h;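 note: potency is the fitted concentration of half-maximal effect; % of control where 0% means no effect; nearly all actives have a fitted effect of over 45% in size; temperature-sensitive fusion mutants such as fzo1-1 at 37 °C on non-fermentable ethanol glycerol medium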
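Yeast fusion mutant, YPEG (non-fermentable carbon), compound, 48 h at 37C non-permissive; CellTiterGlo added, 10 min RT, luminescence read. Rescued growth = division inhibition.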
uPA surface inh: blocks generation of uPA at the cell surface | cell surface uPA generation assay, qHTS | Potency, µM (highest dose often 38.3 µM), inactives show at the highest dose activity change, negative = inhibition, hits mostly inhibitors | 0.31% of 330,000 active; active = well fitted inhibition curve with a large enough effect; inconclusive = small, poorly fitted or top-dose-only effect; inactive = no such curve, though single readings can be large or run the other way; tested in mouse RAW 264.7 cells; note: potency is the fitted concentration of half-maximal effect; % is set by controls: 0 for no effect and ±100 for the full control effect; nearly all actives have a fitted effect of over 55% in size
TSG101-PTAP inh: blocks PTAP/TSG101 interaction to inhibit HIV-1 budding; Fluorescence polarization, FITC-PTAP peptide / Tsg101 binding; Potency, µM (titrated, usually from 115 µM), without a hit: at the highest dose activity change, negative = inhibition, hits mostly inhibitors; 340,000 tested, under 10 active; active = well fitted inhibition curve with a large enough effect in the main read-out, with a control signal flat, not every such curve was filed as active; inconclusive = small, poorly fitted or top-dose-only effect, or effect the other way, or a change in a side signal; inactive = no such curve, though single readings can be large or run the other way; note: potency is the fitted concentration of half-maximal effect; % of control where 0% means no effect
Target sequence (Q99816 whole entry, looked up): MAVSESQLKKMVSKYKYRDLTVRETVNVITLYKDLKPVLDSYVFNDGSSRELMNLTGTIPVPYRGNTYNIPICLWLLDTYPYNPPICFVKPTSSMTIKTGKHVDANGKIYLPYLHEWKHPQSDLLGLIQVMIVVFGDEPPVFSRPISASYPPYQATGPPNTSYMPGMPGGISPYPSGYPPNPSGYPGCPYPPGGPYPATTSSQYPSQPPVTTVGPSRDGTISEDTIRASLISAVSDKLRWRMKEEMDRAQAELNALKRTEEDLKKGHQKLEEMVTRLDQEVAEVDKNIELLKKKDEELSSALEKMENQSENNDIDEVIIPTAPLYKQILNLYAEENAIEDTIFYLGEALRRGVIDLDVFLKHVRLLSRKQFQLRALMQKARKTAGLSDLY
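Tsg101 binding domain (10 uM final) was mixed with compound and a FITC-labeled PTAP peptide (50 nM final) in HEPES pH 7.5 buffer with NaCl, Tween 20, EDTA and TCEP; fluorescence polarization was read after 20 min at r.t.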
USP2a inh: USP2a (human) protease inhibition | USP2 core, Ub-CHOP2 coupled fluorogenic reporter, 485/531 | Potency, µM (top dose mostly 38.3 µM), without a hit: top-dose activity change, negative = inhibition, actives largely listed as inhibitors | 0.01% of 330,000 active | AID 463254;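 note: potency is the fitted concentration of half-maximal effect; plate controls were DMSO wells for no effect and full inhibition by NEM control for full effect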
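Deubiquitinase activity read as fluorescence (485/531 nm) after Ub-CHOP2 cleavage activates the enterokinase reporter on its substrate; USP2 core 10nM, Ub-CHOP2 and substrate 25nM each, 30min compound preincubation then 60min RT; data normalized to NEM, curves fitted.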
Tb PFK inh: blocks T. brucei phosphofructokinase | T. brucei PFK, ADP-Glo luminescence | AID 485367 | 0.17% of 330,000 active | O15648 | Potency, µM (titrated, usually from 57.5 µM), inactives show at the top dose activity, negative = inhibition, most hits filed as inhibitors;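 note: potency is the fitted concentration of half-maximal effect; 0% = uninhibited 1x PFK enzyme wells and -100% = no-enzyme wells; nearly all actives have a fitted effect of over 60% in size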
Target sequence (O15648 whole entry, looked up): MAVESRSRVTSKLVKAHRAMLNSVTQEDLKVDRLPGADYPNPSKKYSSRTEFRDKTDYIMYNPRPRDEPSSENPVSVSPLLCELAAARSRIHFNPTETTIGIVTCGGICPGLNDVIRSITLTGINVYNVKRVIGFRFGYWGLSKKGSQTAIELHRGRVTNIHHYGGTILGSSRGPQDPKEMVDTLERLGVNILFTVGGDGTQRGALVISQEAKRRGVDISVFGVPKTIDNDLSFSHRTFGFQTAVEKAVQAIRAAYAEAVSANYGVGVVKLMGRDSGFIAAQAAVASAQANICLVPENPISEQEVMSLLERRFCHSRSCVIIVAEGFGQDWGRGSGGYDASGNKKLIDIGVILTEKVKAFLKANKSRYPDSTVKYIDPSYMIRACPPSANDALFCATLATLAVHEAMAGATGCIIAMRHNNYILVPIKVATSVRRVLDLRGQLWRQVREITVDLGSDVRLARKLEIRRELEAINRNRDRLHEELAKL
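PFK 1.25 nM, F6P 0.5 mM, ATP 0.1 mM, 0.1 M TEA pH 8.0, 5 mM MgCl2, 0.01% Tween20, 0.1% BSA; 45 min RT. ADP-Glo readout. qHTS titration up to 57 uM; curves fitted, compounds curve-classed.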
* hit, by the source's call; ? = inconclusive; · = not tested or not shown; [ ] = dose if it differs, or a comment. Unless noted, calls come from the whole dose curve; as a rule, active = well fitted curve in the direction sought with a large enough effect; inconclusive = small, poorly fitted or top-dose-only effect, or another doubt; inactive = no such curve, though single readings can be large; an effect the other way counts as inactive or inconclusive. This is a random part of the collection; about 3% have a hit in one of these screens.

structure,B2AR arrestin,Chronic BCR inh,TSHR antagonist,TCR act,Eya2 inh,ELG1 DNA repair,Mito fusion yeast,uPA surface inh,TSG101-PTAP inh,USP2a inh,Tb PFK inh
COc1cc2c(C(=O)N3CCN(c4ccccc4)CC3)c(C)oc2cc1Br,-0.6%,2%,-10,2%,-19%,?,22%,-4%,-1%,-6%,1%
CC(C)(C)OC(=O)[C@H](NC(=O)OCc1ccccc1)c1ccccc1,0.0%,4%,-5,-4%,-20%,-8%,24%,0%,-7%,-3%,-2%
CCN(CC)S(=O)(=O)c1cc(NC(=O)CSCc2c(C)noc2C)ccc1C,-0.4%,-6%,-5,-4%,-22%,?,·,-1%,-4%,-1%,-8%
CCOC(=O)c1ccc(-n2c(=S)sc3c(=O)[nH]c(C)nc32)cc1,0.4%,-6%,0,4%,5%,-27%,2%,·,-11%,-2%,-20%
O=C(COc1ncnc2ccccc12)NC1CCCCC1,0.4%,1%,·,5%,-20%,0%,·,-14%,-3%,6%,-1%
Cc1cc(N(C)C)c(C#N)c(N2CCOCC2)n1,-0.7%,0%,-7,4%,20%,5%,5%,-1%,-6%,4%,-1%
O=C(CCl)Nc1ccc(S(=O)(=O)NC2=NCCCCC2)cc1,-0.9%,?,-1,1%[46.1 µM],-13%,?,·,0%,-3%,1%,3%
COc1ccc2oc(=O)c(C(=O)NCCc3ccc(OC)c(OC)c3)cc2c1,0.3%,-1%,25,2%,7%,?,2%,0%,-3%,3%,0%
Cc1nn(C)c(C(=O)N/N=C/c2cccc(Oc3ccccc3)c2)c1Br,0.1%,?,-18,·,-13%,15%,-2%,4%,1%,-2%,-2%
COc1ccc(N2C(=O)c3cccc4cccc(c34)C2=O)cc1,-0.7%,-2%,-6,·,7%,3%,2%,-1%,2%,0%,4%
CCC/C(O)=C1\C(=O)CC(C)(C)CC1=NCc1ccccc1,-1.0%,?,-3,2%,-11%,?,5%,-2%,-2%,0%,2%
O=C(CCS(=O)(=O)c1ccc(Br)s1)N1CCc2ccccc21,4.0%,0%,4,0%,-27%,1%,1%,·,-2%,-7%,2%
CC(C)c1ccccc1OCCCCCNCCO,0.0%,?,-22,3%,0%,0%,-15%,-11%,-6%,0%,3%
Cc1sc2nc(CSCC(=O)Nc3ccc(C(F)(F)F)cc3)[nH]c(=O)c2c1C,-0.1%,12%,-18,-2%,-12%,-10%,1%,4%,0%,-2%,-1%
COc1cc2c(cc1OC)C1O[C@](c3ccsc3)(C2)Oc2cc(-c3ccccc3)oc(=O)c21,-0.3%[9.22 µM],-5%[9.22 µM],·,·,19%[15.4 µM],·,-4%[9.22 µM],·,·,-2%[7.66 µM],-10%[11.5 µM]
O=C(NN1CCOCC1)c1ccc(Cl)c([N+](=O)[O-])c1,3.3%,?,4,4%,-14%,6%,0%,-8%,-1%,-4%,-24%
N#CCCc1cccc(CCC#N)c1,-1.5%,-12%,1,-19%,8%,1%,1%,6%,7%,1%,-1%
Cc1cc(NC(=O)Cn2nc3c(cc2=O)CCCC3)ccc1Br,0.2%,-1%,-11,2%,-2%,-17%,-4%,3%,4%,3%,-2%
COC(=O)c1ccccc1NC(=O)CN1CCc2ccccc2C1,-0.9%,-1%,0,·,-3%,15%,7%,10%,0%,-1%,0%
O=C(O)c1ccc(Cl)c(S(=O)(=O)N2CCC(Cc3ccccc3)CC2)c1,0.0%,9%,-8,-4%,-2%,-5%,21%,-1%,-6%,-4%,2%
COC(=O)[C@H]1C[C@H](O)CN1S(=O)(=O)c1ccc(Br)cc1F,-0.3%,0%,14,1%[46.1 µM],7%,0%,·,-17%,-2%,-1%,0%
Cc1ccc(C(=O)NCCCNC(=O)COc2ccc(Cl)c(C)c2)cn1,-0.1%,-26%,10,1%,11%,-2%,-4%,5%,-3%,2%,-21%
O=C(Nc1cccc(S(=O)(=O)N2CCCC2)c1)c1cc(S(=O)(=O)N2CCOCC2)ccc1F,2.1%,-18%,-5,8%,2%,?,4%,4%,-1%,-1%,0%
COC(=O)[C@H](CCSC)NC(=O)Nc1ccc(S(N)(=O)=O)cc1,0.4%,-7%,8,2%,2%,7%,4%,-1%,-2%,1%,-2%
CC(=O)c1ccc(NC(=O)/C(=C\c2ccc(F)cc2)NC(=O)c2ccco2)cc1,0.2%,8%,3,-2%,-15%,1%,2%,0%,1%,1%,2%

Structures from the list above containing four or more nitrogen atoms, in the order listed:
structure,B2AR arrestin,Chronic BCR inh,TSHR antagonist,TCR act,Eya2 inh,ELG1 DNA repair,Mito fusion yeast,uPA surface inh,TSG101-PTAP inh,USP2a inh,Tb PFK inh
Cc1cc(N(C)C)c(C#N)c(N2CCOCC2)n1,-0.7%,0%,-7,4%,20%,5%,5%,-1%,-6%,4%,-1%
Cc1nn(C)c(C(=O)N/N=C/c2cccc(Oc3ccccc3)c2)c1Br,0.1%,?,-18,·,-13%,15%,-2%,4%,1%,-2%,-2%

Additional structures:
structure,B2AR arrestin,Chronic BCR inh,TSHR antagonist,TCR act,Eya2 inh,ELG1 DNA repair,Mito fusion yeast,uPA surface inh,TSG101-PTAP inh,USP2a inh,Tb PFK inh
CCCc1cc(CNC(=O)C2CCC(=O)N(Cc3ccccc3OC)C2)on1 (configuration not stated),-1.2%,5%,-5,-4%,-10%,10%,-3%,-9%,-1%,-1%,2%
Oc1ccc(-c2nnc(SCC3CCCCC3)o2)cc1,0.4%,?,-3,-5%,-19%,?,25%,-4%,-13%,-2%,3%
CC(OC(=O)c1cc(S(=O)(=O)N2CCOCC2)ccc1F)C(=O)NCC1CCCCC1 (configuration not stated),0.2%,4%,-13,1%,7%,-4%,·,1%,0%,1%,5%
CSc1ccc(Cl)c(C(=O)N(C)CC(=O)Nc2ccc(N3CCOCC3)cc2)c1,-1.6%,6%,-6,-5%,22%,-18%,4%,-15%,-5%,-1%,-1%
COCCN(C(=O)COC(=O)/C=C/c1nc2ccccc2s1)c1c(N)n(Cc2ccccc2)c(=O)[nH]c1=O,-0.3%,-5%,12,2%,22%,?,-8%,-10%,2%,2%,-3%
O=C(CN(C1CCCCC1)S(=O)(=O)c1ccc(Cl)cc1)NCc1cccnc1,0.3%,2%,-10,2%,-26%,-24%,8%,-2%,-14%,1%,-7%
COc1cc(C2C(C#N)=C(N)Oc3cc(N)ccc32)cc(OC)c1OC (configuration not stated),-1.2%,?,16,0%[46.1 µM],4%,?,1%,-13%,-2%,-1%,2%

Structural class, the entries above with a furan ring, fused or not (2)
structure,B2AR arrestin,Chronic BCR inh,TSHR antagonist,TCR act,Eya2 inh,ELG1 DNA repair,Mito fusion yeast,uPA surface inh,TSG101-PTAP inh,USP2a inh,Tb PFK inh
COc1cc2c(C(=O)N3CCN(c4ccccc4)CC3)c(C)oc2cc1Br,-0.6%,2%,-10,2%,-19%,?,22%,-4%,-1%,-6%,1%
CC(=O)c1ccc(NC(=O)/C(=C\c2ccc(F)cc2)NC(=O)c2ccco2)cc1,0.2%,8%,3,-2%,-15%,1%,2%,0%,1%,1%,2%
